Source: PubChem BioAssay (several laboratories)
P. falciparum M1AAP – malaria alanyl aminopeptidase activity blockers – biochemical, fluorogenic H-Leu-NHMec substrate, 1536-well (AID 1445) | recombinant M1AAP, H-Leu-NHMec fluorogenic kinetic assay; higher % means a stronger effect | inhibition, % at 30 µM; hits with a dose series show IC50 in µM | actives 0.42% (n = 220,000);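 active = primary inhibition above the hit cutoff, then over 50% inhibition at one or more dose response concentrations, cut at about 23% in these data, passing the limit was not always enough; inconclusive = conflicting primary data, or primary hits not chosen for dose response; inactive = low primary inhibition, or under 50% at every dose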;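 note: plate controls were DMSO full reaction for no effect and no enzyme background for full effect; strong numbers were not always called active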
P. falciparum M17LAP – P. falciparum M17LAP inhibitors, primary screen, biochemical, fluorogenic H-Leu-NHMec substrate, 1536-well (AID 1619); recombinant M17LAP, H-Leu-NHMec fluorogenic kinetic assay; higher % means a stronger effect; one-dose inhibition, % at 30 µM; IC50 in µM for titrated hits; actives 0.38% (n = 220,000);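 active = compound inhibiting the enzyme by more than half at any dose during confirmatory dose-response retesting; inconclusive = strong single-dose inhibitors picked by rank but not retested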;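 note: plate controls were full reaction with DMSO carrier for no effect and no enzyme background for full effect; strong numbers were not always called active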
UTI89 phage lysis – protection from phage-mediated lysis, alamar blue read-out – E. coli UTI89, K1F phage, bacterial capsule biogenesis inhibitors (AID 488966); one-dose inhibition, % at 100 µM; IC50 in µM for titrated hits; E. coli UTI89 K1F phage lysis, alamar blue, 2 h; higher % means a stronger effect; actives 0.02% (n = 340,000);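 active = phage lysis inhibition, versus mean bacterial control, above a set limit; inconclusive = no clear call, values can overlap the other calls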;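 note: capsule biogenesis inhibitors block K1F phage lysis so surviving cells raise fluorescence; higher fluorescence means more inhibition of phage lysis; actives were called in the ten point dose series up to 300 µM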
Hep lipid drop – hepatic lipid droplet formation modulation; actives 0.4% (n = 240,000); AML12 mouse hepatocytes, oleate lipid droplets, BODIPY imaging; AID 1656; inhibition, % at 6.5 µM;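 active = lipid droplet intensity inhibited by at least 50%, with more than 500 cells counted; inconclusive = wells with under 300 cells, treated as cytotoxic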
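System: AML12 hepatocytes (mouse). Probe or stimulus: oleic acid at 100 µM to induce lipid droplet formation. Times: overnight treatment with compound plus oleate. Detection: Image-based BODIPY and DAPI two-channel analysis. Evaluation: percent inhibition of filter-corrected integrated lipid droplet intensity per well.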
PMI inhibitors – MPI enzyme activity inhibition – biochemical, fluorescence intensity, coupled assay, primary screen (AID 1209); purified PMI enzyme, coupled fluorescence intensity; higher % means a stronger effect; one-dose inhibition, % at 20 µM; IC50 in µM for titrated hits; actives 0.42% (n = 190,000);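 note: plate controls were DMSO vehicle for no effect and wells lacking substrate for full effect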
TNAP activators – stimulation of alkaline phosphatase TNAP activity – biochemical, luminescent, no phosphate acceptor, uHTS, primary screen (AID 1001). purified TNAP, luminescent activation assay, no phosphate acceptor; higher activation fold means a stronger effect. activation fold at 20 µM; hits with a dose series show EC50 in µM. actives 0.03% (n = 200,000); in the data active = activation fold from about 3, or a potency from the dose series; inactive = the rest, 99 in 100 with activation fold below about 1.6; note: many of its hits are not listed in these tables
human PMI inhibitors – MPI inhibition at elevated mannose 6-phosphate – biochemical, fluorescence intensity, high mannose 6-phosphate, primary screen (AID 1220). actives 0.66% (n = 190,000). one-dose inhibition, % at 20 µM; IC50 in µM for titrated hits. recombinant PMI enzyme, coupled fluorescence intensity; higher % means a stronger effect
XIAP displacement – small molecules displacing peptide from XIAP – biochemical, IAP family, fluorescence polarization (AID 1018) | actives 0.007% (n = 200,000) | XIAP BIR domain, fluorescence polarization peptide displacement; higher % means a stronger effect | displacement, % at 20 µM; hits with a dose series show IC50 in µM; in the data active = displacement above about 50%; note: a part of the inactive calls stands beside numbers as strong as those of hits
Siah-1 displacement – blockers of Siah-1 interaction with plectin peptide – biochemical, fluorescence polarization, rhodamine-plectin, uHTS, primary screen (AID 1817) | displacement, % at 20 µM, or IC50 in µM where a hit was titrated | actives 0.02% (n = 290,000) | Siah-1 / rhodamine-plectin peptide fluorescence polarization; higher % means a stronger effect;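 active = displacement of at least 50% at 20 µM, with a fluorescence ratio check between 0.3 and a set limit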;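 note: plate controls were Siah plus tracer with DMSO for no effect and tracer alone without Siah for full effect; strong numbers were not always called active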
Hep lipid drop cells 6.5 µM – second read-out of Hep lipid drop, no call of its own (marks repeat the call); cell count; measured here: cell count, cytotoxicity flag;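 cells counted across two imaged fields per well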
The depositor's hits bear a star; ? = inconclusive; nt = no result given; & = joins results of further samples; [ ] = dose if it differs, or a comment. Cut-off read from the data, not from the text of the source, unless noted: active = inhibition above about 50%; inactive = the rest. An unsorted share of the library; overall some 1.9% were active at least once.

SMILES | P. falciparum M1AAP | P. falciparum M17LAP | UTI89 phage lysis | Hep lipid drop | Hep lipid drop cells 6.5 µM | PMI inhibitors | TNAP activators | human PMI inhibitors | XIAP displacement | Siah-1 displacement
Cc1cc(C)n(-c2ccc(C(=O)Nc3cccnc3)cc2)n1 | 1% | 1% | -1.8% | 15 | 720 | nt | nt | nt | nt | -3%
Cc1ccc2[nH]c(C(=O)O)c(NC(=O)[C@@H]3C[C@@H]3c3ccccc3)c2c1 | 3% | 1% | 1.4% | 2 | 799 | nt | nt | nt | nt | -7%
Cc1n[nH]c(C)c1S(=O)(=O)N1CCCC(C(=O)NCc2ccccc2Cl)C1 (stereo not given) | 5% | 1% | -0.3% | 17 | 757 | -6% | 0.7 | -11% | -1.6% | -7%
Nc1nonc1-c1nc2ccccc2n1CC(=O)NC1CCCC1 | 4% | -2% | 2.1% | nt | nt | 5% | 1.2 | 6% | -6.3% | -2%
CCOC(=O)c1sc(NC(=S)NC(=O)c2ccccc2)c(C(=O)OCC)c1C | 5% | 2% | 4.7% | 4 | 608 | 7% | 1 | -3% | -4.6% | 1%
COc1ccc(/C=N/NC(=S)Nc2ccccc2[N+](=O)[O-])cc1O | 12% | 24% | 0.2% | -1 | 652 | 9% | 1 | 6% | -9.6% | -12%
Cc1cc(C(=O)CSc2nnnn2C)c(C)n1CCc1ccc(Cl)cc1 | 1% | 0% | 0.3% | nt | nt | 1% | 1.1 | 10% | -3.3% | -2%
CCOC(=O)c1ccc(NC(c2ccc(N(C)C)cc2)P(=O)(OC(C)C)OC(C)C)cc1 (stereo not given) | 1% | -5% | -0.8% | -8 | 705 | 4% | 1 | 15% | -8.8% | -2%
COc1ccc(C(C#N)N2CCCCC2)cc1OC (stereo not given) | 2% | 6% | 3.4% | nt | nt | -4% | 1 | -6% | -6.1% | 3%
COc1ccc(C2=NN(C(=O)c3ccc(Cl)c([N+](=O)[O-])c3)C(c3ccccc3)C2)cc1 (stereo not given) | 1% | -5% | 0.2% | -13 | 720 | 1% | 1.1 | 4% | 1.5% | -3%
O=C(CCCCCCCCN1C(=O)c2ccccc2C1=O)N1CCOCC1 | 0% | 9% | nt | -15 | 707 | nt | nt | nt | nt | 2%
CN(c1nnc(N)s1)C1CCCCC1 | 3% | 0% | 4.6% | 3 | 733 | -8% | 1.1 | -10% | -0.2% | -6%
CO/N=C/c1ccc(N2CCN(C(=O)c3cccc(C(F)(F)F)c3)CC2)c([N+](=O)[O-])c1 | 5% | -2% | 0.2% | -15 | 604 | 11% | 0.8 | 9% | -4.2% | 7%
COc1ccc(C(=O)Nc2ccc(Cc3ccncc3)cc2)cc1Br | 8% | -1% | -0.4% | 3 | 658 | 12% | 1.1 | 10% | -5.1% | -5%
CC/C(C)=N/N1C(=O)c2ccccc2NC1(C)CC (stereo not given) | 4% | -28% | 1.5% | 8 | 699 | 3% | 1 | 4% | -10% | 0%
COc1ccc(OC)c(/C=C/C(=O)N(C)CC(=O)Nc2ccc(C)cc2)c1 | 7% | -63% | 0.2% | 59* | 643* | -1% | 1.1 | -2% | -9.7% | 0%
Cc1csc(NC(=O)c2cc[n+]([O-])cc2)n1 | 4% | 9% | -1.0% | 2 | 685 | 3% | 1.1 | 5% | -6.0% | 5%
NC(=O)N1c2ccccc2C=Cc2ccccc21 | -1% | 18% | 3.3%&1.2% | 1 | 712 | -6% | 1.1 | -8% | -9.1% | 6%
O=C(CSc1ccc2nnc(-c3ccccc3)n2n1)NCc1ccc2c(c1)OCO2 | -1% | -3% | -0.4% | -22 | 639 | 0% | 0.8 | 3% | -5.4% | 0%
CCOC(=O)C1(Cc2ccccc2)CCN(Cc2cc(OC)c3c(c2)OCO3)CC1 | nt | nt | 0.3% | -1 | 716 | 5% | 1 | 8% | 2.3% | 5%
CCOc1ccc(S(=O)(=O)Nc2ccccc2C(=O)Nc2ccccc2N2CCOCC2)cc1 | 16% | 9% | -0.2% | -2 | 612 | 19% | 1 | 15% | -6.2% | 0%
Cc1ccc(C(=O)C(C)OC(=O)c2n[nH]c(=O)c3ccccc23)cc1 (stereo not given) | -1% | 4% | 0.0% | -13 | 782 | 12% | 1.1 | 7% | -2.0% | 5%
O=C(c1ccccc1)c1c2c(cc3sc4ccccc4[n+]13)-c1cccc3cccc-2c13 | 5% | ? | -0.7%[50 µM] | -67 | 435 | 20% | 0.9 | 52%* | -9.2% | 6%
COP(=O)(OC)c1nc(-c2cccc3ccccc23)oc1NCCc1ccccc1 | 20% | -54% | 1.0%[50 µM] | -16 | 615 | 14% | 1.2 | 4% | -6.3% | 0%
O=C(Nc1cc(-c2ccccc2)[nH]n1)c1ccc(Cl)cc1 | 1%&4% | 1%&1% | -2.8% | 5&0 | 714&601 | nt | nt | nt | nt | 1%&2%

(listing goes on)
SMILES | P. falciparum M1AAP | P. falciparum M17LAP | UTI89 phage lysis | Hep lipid drop | Hep lipid drop cells 6.5 µM | PMI inhibitors | TNAP activators | human PMI inhibitors | XIAP displacement | Siah-1 displacement
CCOC(=O)c1c(-c2ccc(OC)cc2)csc1NC(=O)CSc1ccccc1 | 9% | 23% | 0.2% | -18 | 758 | 9% | 1.2 | 6% | 0.2% | 4%
CCOc1cc(CNCCSc2nnnn2C)cc(Br)c1OCc1ccccc1 | 2% | -1% | 0.3% | -40 | 755 | 6% | 1 | -2% | -2.9% | -1%
O=C(CN1CCN(c2ncccn2)CC1)N1CCCc2c1c(=O)oc1ccc(O)cc21 | 8% | 23% | 0.5% | 2 | 696 | -1% | 1.1 | -11% | -1.0% | -7%
CCCC(=O)N/C(N)=N/c1nc(C)c2cc(C)ccc2n1 | 11% | 6% | nt | 2 | 706 | nt | nt | nt | nt | 17%
CCOC(=O)c1cnc(SCC(=O)Nc2ccccc2C(=O)OC)nc1N | -6% | 0% | -0.7% | -23 | 645 | 10% | 1 | 4% | -5.8% | 7%
CCCCN(CCCC)CCn1cnc2c([nH]c3ccc(OC)cc32)c1=O | 6% | -12% | -0.6% | -43 | 609 | 22% | 1.1 | 24% | -8.2% | -2%
CC(=O)OC(C(=O)Nc1ccccc1)C(C)S(=O)(=O)c1ccccc1 (stereo not given) | 11% | -3% | 0.8% | nt | nt | 5% | 1.1 | 14% | -3.3% | -1%
COc1ccccc1CNCc1cc(Br)ccc1OC | -1% | -2% | -1.3% | 0 | 774 | 1% | 1 | -4% | -6.9% | 3%
COCCNCCCOc1ccc(C(C)(C)c2ccccc2)cc1 | 3% | 22% | -0.1% | -10 | 644 | -21% | 1.1 | -25% | -9.5% | -5%
COc1ccc(CCNC2CC(=O)N(C)C2=O)cc1OC (stereo not given) | 0% | 3% | 9.3% | 3 | 765 | 4% | 1.2 | 0% | -3.8% | -4%
Cc1cccc(OCCC(=O)Nc2nnc(C)s2)c1 | -1% | 3% | 0.1% | -16 | 699 | 7% | 1 | 9% | -4.0% | 0%
CC(C)CNC(=O)NC(=O)COC(=O)C1CSC2(c3ccc(F)cc3)CCC(=O)N12 (stereo not given) | -1% | 11% | -1.1% | -2 | 683 | -9% | 1 | -8% | 0.7% | 0%
O=C(Cn1nnc(-c2ccccc2)n1)OCc1ccccc1 | 1% | 7% | -0.1% | nt | nt | 10% | 1 | 5% | -0.6% | 2%
Cc1sc2nc(CSc3nc4ccccc4c(=O)n3CCCN3CCOCC3)[nH]c(=O)c2c1C | 0% | -1% | -0.1% | 16 | 736 | 14% | 1 | 8% | -14% | -3%
Cn1c(=O)c2cn3ncccc3c2n(C)c1=O | 7% | 4% | nt | 0 | 704 | 2% | 1.1 | -3% | -4.3% | 4%
Cc1cnc(C(=O)OCC(=O)N2CCN(C(=O)c3ccco3)CC2)cn1 | 7% | 15% | 1.3% | nt | nt | 3% | 1.1 | 6% | -4.1% | 3%
CC(=O)C1C(c2ccc([N+](=O)[O-])cc2)C2C(C)=NN=C2CC1(C)O (stereo not given) | -4% | 5% | -0.2% | -3 | 747 | nt | nt | nt | nt | -3%
COc1cnc(-c2ccccn2)[nH]c1=O | -17% | 17% | 0.1% | 14 | 663 | -1% | 1.1 | -1% | 0.7% | 8%
CCCC(=O)Nc1nnc(C2CCCO2)s1 (stereo not given) | nt | nt | 0.3% | 12 | 776 | 13% | 1 | 18% | -5.5% | -1%
O=C1C2C3C=CC(C3)C2C(=O)N1Cc1ccc(CN2C(=O)C3C4C=CC(C4)C3C2=O)cc1 (stereo not given) | 2% | 5% | 0.0% | 1 | 807 | 2% | 1 | 2% | -3.6% | -2%
CCN(CC)S(=O)(=O)c1ccc(-c2ccc(S(=O)(=O)N(CC)CC)cc2)cc1 | 6% | -8% | 0.1% | -10 | 814 | 8% | 1 | 5% | -5.6% | 0%
CC(C)(C)NC(=O)C(c1ccccn1)N(C(=O)C1CSC(=O)C1)c1cccc(F)c1 (stereo not given) | -2% | -3% | -0.6% | 5 | 779 | -5% | 1.1 | -4% | 1.9% | 1%
COc1ccc(NC(=O)c2cc3ccccc3o2)cc1 | 7% | 3% | -0.4% | nt | nt | 5% | 1 | 6% | -2.2% | 0%
COc1ccccc1/C=C(\NC(=O)c1ccc(OC)c(OC)c1)C(=O)Nc1ccc([N+](=O)[O-])cc1 | 11% | -3% | -0.3% | -7 | 462 | 1% | 1 | 6% | -10% | -3%
COc1cc(C(CCN2CCOCC2)c2c(OC)cc(OC)c3c(C)cc(=O)oc23)cc(OC)c1OC (stereo not given) | 4% | -9% | -0.5% | -18 | 691 | nt | nt | nt | nt | 10%
Cc1ccc(C(=O)CSc2nc(N)cc(=O)[nH]2)cc1 | 22% | -3% | 0.3% | -6 | 624 | 17% | 1.1 | 16% | -3.2% | 16%
Cc1cccc(OCCCC(=O)Nc2nccs2)c1C | -3% | 1% | 0.3% | -2 | 704 | nt | nt | nt | nt | -2%

Full records, quoted from the list. Order of screens: P. falciparum M1AAP, P. falciparum M17LAP, UTI89 phage lysis, Hep lipid drop, Hep lipid drop cells 6.5 µM, PMI inhibitors, TNAP activators, human PMI inhibitors, XIAP displacement, Siah-1 displacement
Shown for Cc1ccc(C(=O)CSc2nc(N)cc(=O)[nH]2)cc1 = 22%, -3%, 0.3%, -6, 624, 17%, 1.1, 16%, -3.2%, 16%
Shown for CC(C)(C)NC(=O)C(c1ccccn1)N(C(=O)C1CSC(=O)C1)c1cccc(F)c1 (stereo not given) = -2%, -3%, -0.6%, 5, 779, -5%, 1.1, -4%, 1.9%, 1%
Shown for COCCNCCCOc1ccc(C(C)(C)c2ccccc2)cc1 = 3%, 22%, -0.1%, -10, 644, -21%, 1.1, -25%, -9.5%, -5%
